XiGFP reactiv: activators of inactive X chromosome reactivation, primary screen, imaging, XiGFP fibroblasts, GFP high-content imaging, set 2; AID 743238, 2013; activation, % at 7.58 µM; 360,000 tested, 0.055% active; XiGFP mouse fibroblasts, % GFP-positive cells imaging, 3 d; cells co-treated with 5-aza-dC sensitizer; scaled so ellipticine positive control = 100%;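 active = mean normalized replicate activation at least 10% and every replicate at or above 10%; inconclusive = only one of the two criteria met; inactive = mean below 10% and not all replicates reach 10%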;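 note: 0% = median of on-plate neutral control wells and 100% = ellipticine 6 µM median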
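Material: XiGFP fibroblasts, SV40-immortalized. Buffer or medium: DMEM plus 5-aza-dC sensitizer. Compound: single concentration per compound, delivered by pin transfer. Times: 3 days compound exposure. Controls: ellipticine 6 µM.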
RAD52 anneal inh: RAD52 DNA annealing inhibitors, primary screen, biochemical, FRET, single point, set 2; recombinant RAD52 DNA annealing, FRET fluorescence; inhibition, % at 18.7 µM; 360,000 tested, 0.46% active; AID 651710, 2012;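 active = every replicate showing at least 50% inhibition; inconclusive = mean inhibition at least 50% but not in every replicate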
RAD54 inh: inhibitors of human RAD54 branch migration, primary screen, biochemical, fluorescence, single point | DNA repair and recombination protein RAD54-like (Homo sapiens), Q92698 | RAD54 Holliday junction branch migration, FAM/BHQ fluorescence | inhibition, % at 10.4 µM | 360,000 tested, 0.14% active;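 active = mean normalized replicate activity at least 40 and at least half of replicates scoring 40 or more; inconclusive = only one of the two criteria met; inactive = mean below 40 and under half of replicates reaching 40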;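 note: 0% = median of neutral control wells and 100% = median of positive control wells; inhibitors cause a drop in the FAM fluorescence signal; in these data hits start at about 50%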
ERp5 block: inhibitors of ERp5-driven insulin aggregation, primary screen, biochemical, turbidity, absorbance 650 nm, single point | Protein disulfide-isomerase A6 (Homo sapiens), Q15084 | inhibition, % at 9.99 µM | 90 min | 350,000 tested, 0.05% active;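 active = mean replicate inhibition above about 25%, with every replicate also reaching it, limit read from the data, passing the limit was not always enough; inconclusive = only one of those two criteria met; inactive = neither criterion met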
Target sequence (Q15084 whole entry, looked up): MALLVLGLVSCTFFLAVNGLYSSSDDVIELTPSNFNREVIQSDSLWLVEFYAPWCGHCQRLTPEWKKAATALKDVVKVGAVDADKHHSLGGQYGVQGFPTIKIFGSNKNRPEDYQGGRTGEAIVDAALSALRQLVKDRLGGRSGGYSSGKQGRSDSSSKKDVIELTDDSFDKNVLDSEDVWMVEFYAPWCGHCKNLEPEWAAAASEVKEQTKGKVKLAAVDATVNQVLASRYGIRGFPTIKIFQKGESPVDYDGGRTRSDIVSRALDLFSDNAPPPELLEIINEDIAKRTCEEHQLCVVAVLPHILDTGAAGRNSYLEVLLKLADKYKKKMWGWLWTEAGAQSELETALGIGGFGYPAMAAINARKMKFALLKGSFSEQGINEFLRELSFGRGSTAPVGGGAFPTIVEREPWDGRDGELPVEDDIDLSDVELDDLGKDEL
S100A4 MyoIIA: inhibitors of S100A4-myosin IIA peptide binding, primary screen, biochemical, fluorescence polarization, TAMRA-MyoIIA peptide. Protein S100-A4 (Homo sapiens), P26447. inhibition, % at 10.7 µM. 360,000 tested, 0.14% active;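 active = mean inhibition of at least 70% across replicates, with every replicate also reaching that level; inconclusive = mean inhibition reaches 70% but some replicates fall short; inactive = mean inhibition below 70%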
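Test system: S100A4 monomer protein; Medium: HEPES pH 7.2 with CaCl2, KCl, NaCl, DTT, Triton; Probe or stimulus: TAMRA-labelled myosin IIA heavy-chain peptide probe, 5 nM; Doses: one dose per compound; Times: polarization read 5 min after assay mix addition, stable 5–60 min; Benchmarks: neutral control DMSO, positive control TFP.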
E-sel inducer: E-selectin induction in HUVECs, primary screen, imaging, HUVEC, immunofluorescence imaging, single point; P16581; normalized: neutral wells 0, TNF-alpha wells 100; activation, % at 7.58 µM; 260,000 tested, 0.37% active; AID 686992, 2013;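 active = mean E-selectin-positive cell signal at least 10% of the positive control, reached in at least 60% of replicates, without over 20% cell loss; inconclusive = no rule given, readout overlaps actives, possibly toxicity-flagged; inactive = the rest, including those meeting only one limit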;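 note: in these data hits start at about 27%; measured in HUVEC primary endothelial cells; signal is the percent of cells scored E-selectin positive by PE staining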
Target sequence (P16581 whole entry, looked up): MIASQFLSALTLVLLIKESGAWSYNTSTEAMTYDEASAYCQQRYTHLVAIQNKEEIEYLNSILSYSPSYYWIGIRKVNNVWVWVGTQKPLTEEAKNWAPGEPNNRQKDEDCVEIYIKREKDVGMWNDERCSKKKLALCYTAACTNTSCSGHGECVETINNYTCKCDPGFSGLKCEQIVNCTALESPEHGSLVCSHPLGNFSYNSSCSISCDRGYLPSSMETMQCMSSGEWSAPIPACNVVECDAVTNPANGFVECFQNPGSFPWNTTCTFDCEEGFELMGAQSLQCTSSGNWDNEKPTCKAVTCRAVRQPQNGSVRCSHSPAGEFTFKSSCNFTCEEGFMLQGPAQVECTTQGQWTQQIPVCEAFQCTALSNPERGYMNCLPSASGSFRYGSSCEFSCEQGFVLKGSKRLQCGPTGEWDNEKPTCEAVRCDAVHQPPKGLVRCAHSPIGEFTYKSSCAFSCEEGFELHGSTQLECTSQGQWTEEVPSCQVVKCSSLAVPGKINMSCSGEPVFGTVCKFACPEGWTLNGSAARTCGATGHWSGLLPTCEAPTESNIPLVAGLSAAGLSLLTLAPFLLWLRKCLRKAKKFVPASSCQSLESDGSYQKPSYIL
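material = human umbilical vein endothelial cells (HUVEC), E-selectin induction | quantity = 3,000 cells/well | medium = EGM-2 growth medium on 0.1% gelatin-coated wells | technique = immunofluorescence imaging | read-out basis = % PE-positive cells | control set = TNF-alpha positive control, DMSO neutral control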
ERAP1 inh: human ERAP1 aminopeptidase inhibitors, primary screen, biochemical, single point, plate reader; Endoplasmic reticulum aminopeptidase 1 (Homo sapiens), Q9NZ08; recombinant ERAP1, Leu-AMC fluorescence, 60 min; inhibition, % at 10.7 µM; 340,000 tested, 0.15% active; AID 652197, 2013;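 active = mean replicate inhibition of at least 30%, or all replicates individually reaching that 30% level; inactive = mean below 30% and not every replicate reaching it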;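 note: 0% = neutral control wells and 100% = L-leucinethiol positive control wells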
esBAF inh: Bmi1 luciferase reporter increase in mESCs, primary screen, esBAF inhibitor project, mouse ES cells, Bmi1 luciferase knock-in, single point; 350,000 tested, 2% active; 24 h; 100% = twice the neutral-well signal; reporter increase, % at 12.5 µM; AID 602393, 2012; in the data active = activation above about 40%; inconclusive = no clear call, values can overlap the other calls;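 note: 0% = median of the plate's neutral control wells and 100% = double that signal; a rise in the Bmi1 reporter signal indicates esBAF inhibition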
Starred values were filed as active, the others as inactive; ? = inconclusive; . = not tested or not shown.

Sequence of screens: RAD52 anneal inh	ERp5 block	RAD54 inh	esBAF inh	E-sel inducer	S100A4 MyoIIA	XiGFP reactiv	ERAP1 inh
COc1ccc(Nc2ccncc2[N+](=O)[O-])cc1
    -6.3	3.2	.	.	2.6	-1.8	0.0	8.6
COc1ccc(NC(=O)C2(C)CCN2Cc2ccc(OC(C)C)cc2)cc1OC (centres undefined)
    -1.5	2.8	6.0	-2.6	-0.2	0.6	-0.1	3.6
C[C@@H]1CCCCO[C@@H](CN(C)S(=O)(=O)c2cccs2)[C@H](C)CN([C@H](C)CO)C(=O)c2cc(NS(=O)(=O)c3cccs3)ccc2O1
    12.2	2.6	-4.7	1.9	-0.2	-1.6	0.1	-1.5
OCc1cn(-c2ccccc2)nc1-c1cc2ccccc2o1
    -6.3	20.1	-6.5	?	6.2	-6.2	0.6	-0.7
COC(=O)c1[nH]c2c(c1C)C(=O)CC(c1cc(OC)c(OC)c(OC)c1)C2 (centres undefined)
    -3.6	-1.6	-2.3	-5.6	0.0	1.4	0.2	-4.6
Cc1ccccc1-c1cnc2c(c1)C(=O)N([C@H](C)CO)C[C@H](C)[C@@H](CN(C)CC1CCCC1)O2
    -12.1	1.3	3.7	-4.0	0.8	-1.5	-0.2	1.1
Cc1cc[n+](-c2[nH]c(=O)sc2/C=N/N=C(\[O-])c2ccccc2)cc1
    -37.2	5.2	-7.3	.	0.3	-2.6	0.0	2.4
O=C(COC(=O)Cc1cccs1)Nc1ccccc1Cl
    -4.5	-1.9	.	.	-2.6	-3.3	0.4	1.0
Cc1ccccc1NC(=O)c1nnn(-c2ccc3c(c2)OCCO3)c1N
    1.1	-2.8	-9.4	.	.	-3.5	0.0	-1.7
COC(=O)C1CC2=C(CCC2=O)N(c2ccccc2)C1=O (centres undefined)
    -13.1	-7.1	-4.6	-0.5	.	-1.9	0.1	.
COc1ccccc1-c1ccc2c(c1)[C@H]1[C@H](CCN1C(=O)C1CCOCC1)[C@H](CO)N2
    -33.0	-1.3	-6.1	3.6	-0.7	-9.2	-0.1	-0.3
C/C=C/c1ccc2c(c1)O[C@@H](CN(C)C(=O)NC1CCCC1)[C@@H](C)CN([C@@H](C)CO)S2(=O)=O
    0.6	-8.9	-1.1	-3.0	0.5	-20.5	-0.8	-0.9
CN(C(=O)c1cccc(NC(=O)Cc2ccc(NC(=O)C3CCN(S(=O)(=O)c4cccc([N+](=O)[O-])c4)CC3)cc2)c1)C1CCCCC1
    -15.8	-3.7	10.2	2.7	-0.1	16.2	0.0	.
CN(C(=O)COC(=O)c1cc(S(=O)(=O)N2CCOCC2)ccc1F)C1CCS(=O)(=O)C1 (centres undefined)
    -8.2	-0.8	.	.	.	-5.0	0.3	0.5
CCC(=O)N(C)C[C@@H]1Oc2cc(C#CCC3CCCC3)ccc2S(=O)(=O)N([C@@H](C)CO)C[C@@H]1C
    -2.5	-10.2	-0.5	-0.1	0.2	-26.4	0.0	2.4
CC(=O)Oc1cc2oc(=O)cc(C)c2cc1Cl
    0.3	-0.7	9.0	-0.9	1.2	0.2	0.0	-342.0
CCC1Cc2c(nc(N)c3c(N)nc(N4CCOCC4)c(C#N)c23)O1 (centres undefined)
    -11.0	2.2	.	3.1	1.3	1.1	0.3	3.5
CC(C)(C)c1ccc(OCC(=O)NN2Cc3ccccc3C2=N)cc1
    -9.3	5.9	.	.	.	-0.8	0.0	-4.0
COCCNC(=O)COc1ccc(C)cc1C(=O)c1cc(C#N)c(=O)n(C2CC2)c1
    -6.9	3.8	.	.	.	-4.0	0.1	-3.0
CC(C)C#Cc1ccc([C@H]2[C@@H](CO)N3CCCCN(S(=O)(=O)Cc4ccccc4)C[C@H]23)cc1
    7.0	4.1	5.3	.	-0.5	-6.0	0.2	1.4

(next part)
Sequence of screens: RAD52 anneal inh	ERp5 block	RAD54 inh	esBAF inh	E-sel inducer	S100A4 MyoIIA	XiGFP reactiv	ERAP1 inh
C/C=C/c1cnc2c(c1)C(=O)N([C@H](C)CO)C[C@@H](C)[C@@H](CN(C)C(=O)NCCC)O2
    5.5	2.2	-4.7	0.4	0.3	2.7	-0.7	2.6
Cc1noc(C)c1S(=O)(=O)Nc1ccc2c(c1)C(=O)N([C@@H](C)CO)C[C@@H](C)[C@H](CN(C)C(=O)Nc1cccc3ccccc13)O2
    -0.9	2.3	-2.7	0.2	-0.6	14.0	0.0	-4.4
Cc1ccc2nc(C)c3c(c2c1)N(c1ccc(F)cc1)CC3
    40.5	-3.5	?	.	-0.2	2.6	0.0	8.2
CCc1noc(C)c1C(=O)N1CCN(S(=O)(=O)c2ccc(Cl)s2)CC1
    -0.2	0.7	16.7	.	-4.9	-0.2	-0.2	1.1
Cc1ccc(NS(=O)(=O)c2ccc3c(c2)NC(=O)CO3)cc1
    -10.2	-0.6	-4.8	-5.4	0.0	-6.8	0.0	0.4
CCOc1ccc(NC(=O)Nc2nc(SCC)ns2)cc1
    -18.9	-1.7	-7.8	-8.1	.	-0.9	0.1	4.9
COc1ccc(OC)c(Cc2nnc(CCC(=O)NCc3nc4ccccc4s3)o2)c1
    -21.6	-3.9	-1.1	2.3	0.3	10.7	-0.3	-6.2
O=C(NCCN1C(=O)S/C(=C\c2cccnc2)C1=O)c1ccc(S(=O)(=O)N2CCCC2)cc1
    -10.5	3.0	0.4	-9.7	0.4	-1.6	0.4	.
COc1cccc(N=CC2=C(O)CC(C)(C)CC2=O)c1
    -7.9	3.8	1.8	.	.	-1.7	0.2	6.4
Cc1ccc2c(c1)C1(OCCCO1)C(=O)N2CC#N
    -11.7	1.8	7.4	-6.3	1.4	1.3	0.1	-4.0
Cc1[nH]nc(SCC(=O)N(C)c2ccccc2)c1[N+](=O)[O-]
    -5.1	-6.1	-7.4	-12.4	-0.1	-0.7	-0.3	-1.8
CN(C)Cc1csc(Nc2ccc(C(F)(F)F)cn2)n1
    8.3	3.6	3.3	6.6	0.3	2.4	0.2	-1.4
O=C(COc1ccc(C(=O)c2ccccc2)cc1)NC1CCCCC1
    -10.9	-3.1	-6.9	.	.	-3.8	-0.1	-5.2
O=C(C1=C[C@@H](c2csc3ccccc23)C[C@@H](OCCCCO)O1)N1CCCCCCC1
    -20.1	0.0	4.1	.	.	-0.3	.	-0.6
COc1cccc(-c2ccc3n(c2=O)C[C@@H]2[C@@H](CO)[C@H](C(=O)N4CCOCC4)N[C@H]32)c1
    -6.4	1.7	5.3	0.9	-0.2	1.7	0.1	2.6
COc1ccc(-c2nnc(SC(C)C(=O)Nc3nccs3)n2-c2ccccc2)cc1OC (centres undefined)
    -0.3	2.2	.	.	.	29.6	.	-0.6
Cc1ccc(C(O)P(=O)(OCCC(C)C)c2ccc(N(C)C)cc2)cc1 (centres undefined)
    -14.1	2.0	5.4	2.3	-0.1	-4.0	0.1	2.2
Cc1oc(-c2ccc(F)cc2)nc1CN1CCCC(C(=O)N2CCOCC2)C1 (centres undefined)
    -13.7	3.9	1.2	-5.8	.	0.1	0.1	-3.0
Cc1noc(C)c1S(=O)(=O)Nc1ccc2c(c1)CC(=O)N([C@H](C)CO)C[C@@H](C)[C@@H](CN(C)Cc1ccc(Oc3ccccc3)cc1)O2
    .	.	2.9	0.1	0.0	.	0.0	.
O=[N+]([O-])c1ccc2nc(CCCc3nc4ccc([N+](=O)[O-])cc4[nH]3)[nH]c2c1
    -8.6	7.4	.	5.3	.	-6.5	0.3	-2.7

Carrying on:
Sequence of screens: RAD52 anneal inh	ERp5 block	RAD54 inh	esBAF inh	E-sel inducer	S100A4 MyoIIA	XiGFP reactiv	ERAP1 inh
Cc1cc([N+](=O)[O-])nn1CC(=O)NCCc1c[nH]c2ccccc12
    -6.6	1.7	.	1.1	-1.4	-6.4	0.4	1.9
COc1ccc(C(=O)CCC(=O)Nc2ccc(Cl)cc2)cc1
    -3.0	1.8	-1.8	-1.4	.	0.1	0.2	0.3
CSc1ccccc1NC(=O)Nc1ccccc1
    -4.2	1.9	0.7	22.6	.	-3.7	.	4.7
Cc1ccc(NC(=O)CNc2ccc(Cl)c(Cl)c2)cc1S(=O)(=O)N(C)C
    -54.6	5.4	-3.8	7.6	.	-35.2	0.1	0.7
Cc1cc(C)nc(Nc2nc(C(N)c3ccccc3)cs2)n1 (centres undefined)
    6.2	6.8	8.1	-1.3	0.0	-3.4	0.0	2.0
CC(C)NC(=O)Nc1ccc2c(c1)C(=O)N([C@H](C)CO)C[C@H](C)[C@H](CN(C)S(C)(=O)=O)O2
    2.4	3.3	5.0	-1.0	-6.3	0.3	-0.9	4.4
NNC(=O)c1cc(-c2ccc(N)cc2)nc2ccc(Br)cc12
    -45.9	4.5	7.6	.	7.0	-6.6	-0.1	.
C[C@H]1CN([C@@H](C)CO)C(=O)c2cc(/C=C/c3ccccc3)cnc2O[C@@H]1CN(C)C(=O)Cc1ccccn1
    -7.8	-2.0	-1.1	1.3	.	9.6	0.1	4.6
COc1ccc(C)cc1NC(=O)c1cc(S(=O)(=O)N2CCOCC2)cn1C
    -5.4	4.8	0.8	-4.1	0.0	-9.2	-0.1	0.5
COc1cccc(C2NC(=S)NC(C)=C2C(=O)c2ccccc2)c1OC (centres undefined)
    -48.3	2.1	.	-14.2	.	-8.9	0.0	1.4
COc1ccc(NC(=O)c2ccc(NC(=O)CCS(=O)(=O)c3cccs3)cc2)cc1
    -24.8	-0.3	3.7	10.6	-0.1	-4.1	0.0	-2.6
CC(=O)c1ccc(NS(=O)(=O)c2cc3c(cc2C)N(C)CCO3)cc1
    10.2	-3.2	-7.3	-8.1	.	-4.0	0.0	0.1
CC(=O)N1CCCCN2[C@@H](CO)[C@@H](c3ccc(-c4cccc(C(=O)N(C)C)c4)cc3)[C@@H]2C1
    -0.5	13.8	2.1	.	0.3	16.8	0.4	1.9
COc1ccc(C(=O)NCCn2cc(SCC(N)=O)c3ccccc32)cc1
    -6.4	4.5	.	.	-0.1	1.3	0.2	0.6
COc1ccc(Cl)cc1C(=O)Nc1nc2ccccc2[nH]1
    -10.1	2.4	12.3	-73.9	0.3	-0.9	0.0	4.2
CCc1ccc(C2CC(c3ccccc3)Nc3nc(N)nn32)cc1 (centres undefined)
    -3.1	0.9	-6.0	-0.8	1.1	1.8	0.3	.

Entries of single compounds from above. Screens in order: RAD52 anneal inh, ERp5 block, RAD54 inh, esBAF inh, E-sel inducer, S100A4 MyoIIA, XiGFP reactiv, ERAP1 inh
`COc1ccc(C(=O)CCC(=O)Nc2ccc(Cl)cc2)cc1` is listed as -3.0, 1.8, -1.8, -1.4, ., 0.1, 0.2, 0.3
`COc1cccc(C2NC(=S)NC(C)=C2C(=O)c2ccccc2)c1OC` (centres undefined) is listed as -48.3, 2.1, ., -14.2, ., -8.9, 0.0, 1.4
